Compound activity as filed in PubChem.
AmpC no deterg – inhibitors of E. coli AmpC beta-lactamase without detergent; P00811; AmpC nitrocefin hydrolysis, absorbance 480 nm, 0.0001% Triton; Potency, µM (highest dose often 57.1 µM), inactives show top-dose activity change, negative = inhibition, hits mostly inhibitors; 330,000 compounds, 0.52% hits; AID 485341;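 note: potency is the fitted concentration of half-maximal effect; plate controls were no compound for no effect and no enzyme for full effect; nearly all actives have a fitted effect of over 20% in size; some results filed as inactive show a strong effect at the top dose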
Target sequence (P00811 whole entry, looked up): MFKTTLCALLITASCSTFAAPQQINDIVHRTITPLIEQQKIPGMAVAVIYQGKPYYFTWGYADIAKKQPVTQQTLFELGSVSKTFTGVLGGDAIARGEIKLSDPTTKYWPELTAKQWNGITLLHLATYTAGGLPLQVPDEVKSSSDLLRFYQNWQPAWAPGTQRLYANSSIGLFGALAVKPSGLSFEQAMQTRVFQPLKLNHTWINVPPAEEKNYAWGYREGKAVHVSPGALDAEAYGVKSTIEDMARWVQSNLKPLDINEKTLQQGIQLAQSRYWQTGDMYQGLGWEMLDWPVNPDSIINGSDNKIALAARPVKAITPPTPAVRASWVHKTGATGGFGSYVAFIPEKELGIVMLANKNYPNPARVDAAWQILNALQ
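AmpC (5.3 nM in the dispensed reagent) in 20 mM phosphate pH 7.0 with 0.01% (detergent screen) or 0.0001% Triton X-100 was preincubated with compounds for 15 min at room temperature. Nitrocefin was then added from an 800 uM solution, and hydrolysis was followed at 480 nm.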
LmPK inhibitor – inhibitors of Leishmania mexicana pyruvate kinase | purified LmPK, Kinase-Glo ATP luminescence, 1 h | AID 1721 | 290,000 compounds, 0.37% hits | Potency, µM (doses to about 57.5 µM), for inactives: top-dose activity change, negative = inhibition, actives largely listed as inhibitors; note: potency is the fitted concentration of half-maximal effect
Target sequence (Q27686 whole entry, looked up): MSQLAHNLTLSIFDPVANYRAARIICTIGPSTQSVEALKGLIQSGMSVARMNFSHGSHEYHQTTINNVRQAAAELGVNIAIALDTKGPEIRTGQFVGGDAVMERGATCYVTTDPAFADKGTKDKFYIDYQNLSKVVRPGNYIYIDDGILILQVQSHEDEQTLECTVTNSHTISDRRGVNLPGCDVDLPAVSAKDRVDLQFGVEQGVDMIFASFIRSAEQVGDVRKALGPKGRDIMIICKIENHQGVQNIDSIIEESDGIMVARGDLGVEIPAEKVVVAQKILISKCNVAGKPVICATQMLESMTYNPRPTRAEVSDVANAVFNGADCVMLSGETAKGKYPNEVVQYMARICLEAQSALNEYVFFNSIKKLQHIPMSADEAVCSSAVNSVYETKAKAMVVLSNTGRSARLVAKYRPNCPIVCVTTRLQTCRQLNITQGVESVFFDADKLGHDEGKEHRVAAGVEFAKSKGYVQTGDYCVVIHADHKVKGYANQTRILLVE
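Screened at intermediate enzyme activity to detect both inhibitors and activators: LmPK at 0.1 nM, with a 0.5 nM enzyme column as activation reference. PEP 0.5 mM, ADP 0.1 mM; ATP detected by luminescence after 1 h.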
AmpC inh detg – AmpC beta-lactamase inhibition with detergent present; P00811; AmpC hydrolysis of nitrocefin, absorbance 480 nm, 0.01% Triton; Potency, µM (top dose mostly 114 µM), without a hit: at the highest dose activity change, negative = inhibition, hits mostly inhibitors; 370,000 compounds, 0.041% hits;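 note: potency is the fitted concentration of half-maximal effect; 0% = no-compound wells and -100% = no-enzyme wells; nearly all actives have a fitted effect of over 25% in size; some results filed as inactive show a strong effect at the top dose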
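20 mM phosphate pH 7.0 + 0.01% (detergent screen) or 0.0001% Triton X-100; 5.3 nM AmpC reagent; cpd preinc 15 min RT; nitrocefin (800 uM stock) to start; A480 q20 s × 4 min; Activity was normalised to no-enzyme and no-compound control wells.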
Tb PYK inh – T. brucei pyruvate kinase inhibition | Q57TT1 | 410,000 compounds, 0.12% hits | TbPYK enzyme, Kinase-Glo Plus ATP luminescence, 45 min | Potency, µM (titrated, usually from 76.8 µM), for inactives: at the top dose activity, negative = inhibition, usual class: inhibitors; note: potency is the fitted concentration of half-maximal effect; nearly all actives have a fitted effect of over 50% in size
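Glycolytic pyruvate kinase of T. brucei was incubated with substrate, test compound and 130 uM ADP for 45 minutes at room temperature. Luminescent Kinase-Glo Plus signal was measured after 10 minutes.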
AMA1-RON2 inh – disrupts binding of P. falciparum AMA1 to RON2 | AlphaScreen AMA1-biotinylated RON2 peptide binding | Potency, µM (highest dose often 58.2 µM), without a hit: top-dose activity change, negative = inhibition, most hits filed as inhibitors | 360,000 compounds, 0.2% hits | AID 720542;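 note: potency is the fitted concentration of half-maximal effect; 0% = vehicle wells and -100% = peptide control; nearly all actives have a fitted effect of over 45% in size; some results filed as inactive show a strong effect at the top dose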
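AMA1 (3D7) with his tag at 25 nM final met compounds first, then biotinylated RON2 peptide at 25 nM; detection used donor plus acceptor beads, 10 µg/mL apiece, read by AlphaScreen after 30 min at room temperature.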
HCMV inh – human cytomegalovirus inhibition | activity change, negative = inhibition, % at 57.5 µM | HFF cells, HCMV-luciferase reporter, 72 h; hits give low values | 410,000 compounds, 4.5% hits; in the data active = activity change below about -60%; inconclusive = no clear call, values can overlap the other calls; inactive = above about -39%
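Cell-based, HFFs, 1000 cells/well, 16 h 37C; cpds in DMSO + HCMV-luc, MOI 1 PFU/cell; 72 h 37C; OneGlo luminescence after 5 min RT; norm. to buffer vs Salinomycin 10uM.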
Sm TGR inh – inhibitors of Schistosoma mansoni thioredoxin glutathione reductase. 360,000 compounds, 3% hits. AID 485364. Potency, µM (highest dose often 114 µM), for inactives: top-dose activity change, negative = inhibition, actives largely listed as inhibitors. Q962Y6. purified TGR, DTNB reduction, TNB absorbance 405 nm; note: potency is the fitted concentration of half-maximal effect; nearly all actives have a fitted effect of over 60% in size
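TGR 20 nM + NADPH 100 uM (dispensed conc.), cpd preinc 15 min RT; start with NADPH (500 uM addition) then DTNB (15 mM addition). Kinetic TNB absorbance, 405 nm filter. Four-parameter Hill fit across titration.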
* = called active by the depositor; ? = inconclusive; · = not tested or not shown; [ ] = dose if it differs, or a comment. Unless noted, calls come from the whole dose curve; as a rule, active = well fitted curve in the direction sought with a large enough effect; inconclusive = small, poorly fitted or top-dose-only effect, or another doubt; inactive = no such curve, though single readings can be large; an effect the other way counts as inactive or inconclusive. Unless noted, % is set by controls: 0 for no effect and ±100 for the full control effect.

Molecule	AmpC no deterg	LmPK inhibitor	AmpC inh detg	Tb PYK inh	AMA1-RON2 inh	HCMV inh	Sm TGR inh
C=CCNC(=O)CN1C2CCCC1CC(NC(=O)c1ccccc1C)C2 (centres undefined)	-9.6%	0.1%	5.6%	-0.3%	-9.8%	6.3	3.5%
CCc1nn(CC(=O)Nc2ccc(C)cc2C)c(=O)c2cc3sccc3n12	·	·	23.4%	-2.2%	·	-5.0	2.9%
O=C(O)c1cc(-c2ccc(Cl)cc2)n(-c2ccc(Cl)cc2)n1	-11.6%	-0.3%	-19.5%	3.8%	11.8%	-13.3	6.1%
COc1cc(C2NC(=O)NC(C)=C2C(=O)OC2CCCC(C)C2)cc(Br)c1O (centres undefined)	53.2%	4.2%	?	-2.8%	-5.9%	-9.5	1.9%
CC(CCc1ccccc1)NC(=O)c1ccccc1 (centres undefined)	-14.7%	1.9%	0.2%	3.7%	-1.1%	?	-5.2%
COc1ccc2c(CNCCc3cccs3)c(C(=O)O)n(Cc3ccc(F)cc3Cl)c2c1	·	·	-7.7%	3.4%	·	13.9	-2.2%
CC(=O)c1c(COC(=O)c2ccncc2)nc2ccccc2[n+]1[O-]	4.7%	-4.2%	3.6%	-2.9%	-7.8%	-6.9	-18.8%
Cn1nc(-c2ccc(C(=O)O)cc2)c2ccccc2c1=O	-17.0%	-0.3%	-4.7%	·	17.2%	40.9	-11.8%
CCOc1cc(NC(=O)c2ccccc2[N+](=O)[O-])c(OCC)cc1NC(=O)CC(C)C	85.7%[activator]	4.9%	-10.3%	0.4%	-7.4%	-4.0	14.2%
Cc1ccc2cc(CCNC(=O)c3ccc(S(=O)(=O)N4CCOCC4)cc3)c(=O)[nH]c2c1C	117.8%[activator]	7.7%	-9.7%	1.9%	-7.2%	46.4	-1.4%
CN(CC(=O)Nc1ccc(F)cc1)C(=O)COc1ccc(C(=O)c2ccccc2)cc1	2.4%	0.3%	?	-3.9%	5.1%	?	-2.7%
Cc1ccc(CN(Cc2ccco2)C(=O)c2oc3cc(Br)ccc3c2C)cc1	·	·	16.2%	5.7%	·	-15.8	1.7%
CC(C)OC(=O)CSc1nnc(CNc2ccc(Cl)cc2)n1C	-4.4%	-0.5%	-9.6%	-5.7%	-0.3%	?	·
CCc1cccc(NC(=O)CCc2c(C)nn(-c3ccc(N4CCCCC4)nn3)c2C)c1	75.5%[activator]	7.9%	2.9%	3.9%	-21.8%	?	10.6%
COc1ccccc1S(=O)(=O)N(C)C[C@H]1OCc2cn(nn2)CCCC(=O)N([C@@H](C)CO)C[C@@H]1C	·	·	·	-2.5%	-2.1%	-24.4	·

Reprinted from the part before: 2 compounds; new compounds follow.
Molecule	AmpC no deterg	LmPK inhibitor	AmpC inh detg	Tb PYK inh	AMA1-RON2 inh	HCMV inh	Sm TGR inh
CCc1cccc(NC(=O)CCc2c(C)nn(-c3ccc(N4CCCCC4)nn3)c2C)c1	75.5%[activator]	7.9%	2.9%	3.9%	-21.8%	?	10.6%
COc1ccccc1S(=O)(=O)N(C)C[C@H]1OCc2cn(nn2)CCCC(=O)N([C@@H](C)CO)C[C@@H]1C	·	·	·	-2.5%	-2.1%	-24.4	·
C/C(=N/NC(=O)c1cc2ccccc2cc1O)c1ccco1	25.1µM*	-25.1%	-0.8%	-10.5%	124.9%[activator]	-72.6*	-10.2%
Cc1ccccc1CN1CCCOCCS1(=O)=O	-2.1%	-1.3%	?	-7.7%	-2.5%	-32.3	-6.0%
COc1ccc(-n2c(SC)nc(O)c(Cc3ccccc3)c2=O)cc1	-22.7%	0.5%	-6.9%	-16.1%	2.3%	-13.9	0.0%
COc1ccc2cnn(-c3ccc(C)cc3)c(=O)c2c1OC	0.4%	5.6%	?	-6.3%	-6.9%	45.2	6.3%
Cc1cc(S(=O)(=O)N2CCCC(N(C)CCc3ccccn3)C2)c(C)cc1Cl (centres undefined)	176.5%[activator]	5.8%	-0.4%	-10.5%	4.5%	-27.3	44.7µM*
CCC(=O)/C=C1/Sc2ccccc2N1CC	-16.9%	2.1%	?	?	-8.9%	?	-22.5%
Cc1cccc(N(Cc2ccccc2)C(=O)CN2C(=O)NC3(CCCCC3C)C2=O)c1 (centres undefined)	57.8%	·	-2.5%	-20.2%	1.5%	-21.1	-0.6%
CC1(C)Cc2c(c(N3CCOCC3)nc3snc(N)c23)CO1	-4.2%	-2.9%	?	1.9%	13.4%	-102.4*	1.2%
Cc1nn(C(C)C(=O)NCCCN2CCCCCC2)c(=O)c2cc3sccc3n12 (centres undefined)	125.4%[activator]	-5.8%	1.0%	-4.5%	-0.1%	-11.4	?
Cc1cc(C)nc(SCCn2c(N(C)Cc3ccccc3)nc3c2c(=O)n(C)c(=O)n3C)n1	-4.9%	-1.3%	0.9%	-9.3%	8.2%	31.1	10.6%
O=C(Nc1cccnc1)c1ccc(Cl)c(S(=O)(=O)N2CCCCCC2)c1	-5.5%	3.5%	?	0.7%	-5.5%	?	2.1%
COc1ccc(S(=O)(=O)Nc2ccc3c(c2)C(=O)N([C@H](C)CO)C[C@H](C)[C@@H](CN(C)Cc2ccncc2)OCCCC[C@@H](C)O3)cc1	·	·	·	-4.6%	30.8%[activator]	-0.8	·
Cc1cc(=O)[nH]c(N/N=C/c2ccco2)n1	-18.1%	-4.6%	-10.6%	-4.3%	69.2%[activator]	20.2	30.8%
O=C(N/N=C/c1ccccc1Cl)c1ccncc1	0.0%	-2.1%	2.6%	-11.6%	5.4%	16.3	-15.8%
Cc1ccc(CCC(=O)Nc2cc(Cl)ccc2Cl)o1	-32.4%	-7.3%	?	-15.5%	12.1%	-97.3*	-24.9%
O=C(CCOc1ccccc1F)N1CCN(c2ccccc2O)CC1	32.3%	4.1%	5.9%	3.4%	5.4%	21.0	-28.8%
O=C(CNC(=O)N1CC(=O)Nc2ccccc21)Nc1ccccc1F	-18.6%	-9.1%	4.4%	1.6%	11.1%	17.7	-13.2%
Cn1c(=O)c([N+](=O)[O-])c(-n2cnc3ccccc32)c2ccccc21	-16.2%	-6.5%	-7.6%	-5.5%	-9.5%	-1.2	15.8µM*
COc1ccc(CCn2c(=N)c(C(=O)NCCN3CCOCC3)cc3c(=O)n4ccccc4nc32)cc1OC	-7.1%	7.5%	-5.5%	0.3%	63.0%[activator]	-9.3	-0.7%
COCCCNc1ccn2nc(-c3ccc(Cl)cc3)cc2n1	·	·	·	-10.3%	3.2%	153.2	·
CCCOC(=O)c1c(N)n(Cc2cccs2)c2nc3ccccc3nc12	-56.5%	11.7%	?	-10.6%	4.3%	-18.4	-10.7%
Brc1ccc(COn2ccnc2)cc1	-6.4%	1.1%	4.4%	1.2%	1.7%	-22.1	6.1%
CC(C)(C)c1csc(NC(=O)c2ccncc2)n1	-8.6%	-0.4%	-13.5%	-1.9%	-3.3%	?	3.7%
C/C(=N\OC(=O)C1CC1)C1CC1c1ccc(F)cc1 (centres undefined)	-4.2%	0.1%	-14.0%	-3.7%	9.5%	-21.2	-0.4%
Cc1ccc(Cn2c(CCNc3nc(-c4ccc(Cl)c([N+](=O)[O-])c4)cs3)nc3cc(Cl)c(Cl)cc32)cc1	·	·	·	-9.7%	97.6%[activator]	-14.9	·
O=C(NCCc1ccccc1Cl)C1CCC(=O)N(CCCc2ccccc2)C1 (centres undefined)	192.4%[activator]	6.3%	-1.1%	-16.4%	-9.0%	28.9	6.5%
Cc1nn(C)cc1CNC(=O)C1CCC(=O)N(CC2CCCCC2)C1 (centres undefined)	-3.7%	-7.0%	5.5%	-7.0%	-4.2%	6.3	4.7%
CCN(C)C1CN(Cc2cn(Cc3ccc(F)cc3)nn2)S(=O)(=O)C1 (centres undefined)	·	·	·	1.6%	-6.9%	8.0	·
O=C(O)c1ccccc1NC(=O)c1cc(-c2ccccc2)nc2ccccc12	-40.9%	-0.2%	1.9%	0.4%	-3.6%	?	-5.7%
O=C(Nc1ncn[nH]1)c1ccc(Cl)c(Cl)c1	-6.4%	·	0.0%	0.7%	109.7%[activator]	-19.0	-11.8%
Fc1ccc(NC(=S)NCCc2ccccn2)cc1	0.5%	-5.1%	1.4%	-7.6%	59.4%[activator]	?	·
O=C(C1CCCCC1)N1CCN(S(=O)(=O)c2ccc(Cl)cc2)CC1	9.2%	5.0%	-13.1%	-8.5%	-4.1%	20.6	-31.1%
COc1ccccc1CN1CCCC(C(=O)c2ccccc2SC)C1 (centres undefined)	9.9%	-1.2%	-2.9%	-1.8%	-16.3%	-5.3	-11.5%
O=C(NC1CCCC1)C(c1ccncc1)N(C(=O)c1csnn1)c1ccccc1F (centres undefined)	-8.9%	1.5%	-9.0%	-0.2%	15.9%	6.8	-4.3%
CCOc1ccccc1NC(=O)N1CCC2(CC1)Oc1ccccc1C(=O)N2Cc1ccccc1F	·	·	20.0%	-2.1%	·	-6.3	0.5%
Cc1cccc(N2C(=O)N3[C@H](c4ccc(F)cc4)[C@@H]4C(=O)N(C5CCCCC5)C(=O)[C@@H]4[C@]3(Cc3ccc(Cl)cc3)C2=O)c1	-48.3%	-0.4%	-9.0%	-1.4%	-5.0%	-19.5	11.0%
CN(C)C(=O)COC(=O)c1cccc(S(=O)(=O)Nc2ccc(OCc3ccccc3)cc2)c1	·	·	·	2.1%	-2.0%	25.4	·
O=c1[nH]c(NCCCO)nc2c1C1(CCCC1)Cc1ccccc1-2	-3.3%	-8.6%	-6.9%	-10.7%	-0.7%	-38.4	-15.5%
COc1ccc(CCC2(C)NC(=O)N(C(C)C(=O)Nc3ccccc3F)C2=O)cc1 (centres undefined)	-39.5%	·	-18.1%	-2.7%	3.0%	3.2	-1.5%
Cc1ccccc1C(=O)N1CC1C (centres undefined)	·	·	·	-2.6%	0.5%	-2.0	·
CCc1nnc2c(N3CCN(c4cc(Cl)ccc4C)CC3)nc3ccccc3n12	·	·	21.2%	-1.1%[15.4 µM]	·	0.0	0.0%
Fc1ccc(Cn2cc(C(=S)N3CCOCC3)c3ccccc32)cc1	20.6%	9.8%	7.5%	5.0%	-13.6%	?	-3.2%
COc1ccc(-c2c(NC(=O)c3ccco3)oc3ccc(Cl)cc3c2=O)cc1	-23.9%	-0.8%	3.7%	-14.8%	0.0%	62.9	-0.1%
